# NR3A LBD binder – modulates the human NR3A ligand-binding domain | NR3A LBD differential scanning fluorimetry, Tm shift; 0% = protein alone, 100% = glycine-bound protein | Tm shift relative to glycine control, % at 25 µM | hit rate 2.5% among 340,000;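 active means melting temperature shift of at least 10% of the positive control shift, at one fixed dose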
# MPTP block – blocks calcium-induced mitochondrial swelling; AID 602449; inhibition, % at 10 µM; isolated mouse mitochondria, Ca2+ swelling absorbance, 30 min; hit rate 1.4% among 360,000;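 active means inhibition of 50% or more, scaled per plate between neutral and stimulator controls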;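 further: 0% = DMSO wells given calcium and 100% = 1 mM EGTA wells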
# APJ agonist – activates the human apelin receptor APJ. P35414. CHO-K1 APJ PathHunter beta-arrestin, luminescence; 0% DMSO wells, 100% apelin. activation, % at 20 µM. hit rate 0.11% among 330,000. AID 2520;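 active means activation more than six SD over the plate average, tested at 20 µM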;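 further: 0% = DMSO alone and 100% = apelin-13 at 10 nM; some results filed as inactive read as strong as hits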
# Target sequence (P35414 whole entry, looked up): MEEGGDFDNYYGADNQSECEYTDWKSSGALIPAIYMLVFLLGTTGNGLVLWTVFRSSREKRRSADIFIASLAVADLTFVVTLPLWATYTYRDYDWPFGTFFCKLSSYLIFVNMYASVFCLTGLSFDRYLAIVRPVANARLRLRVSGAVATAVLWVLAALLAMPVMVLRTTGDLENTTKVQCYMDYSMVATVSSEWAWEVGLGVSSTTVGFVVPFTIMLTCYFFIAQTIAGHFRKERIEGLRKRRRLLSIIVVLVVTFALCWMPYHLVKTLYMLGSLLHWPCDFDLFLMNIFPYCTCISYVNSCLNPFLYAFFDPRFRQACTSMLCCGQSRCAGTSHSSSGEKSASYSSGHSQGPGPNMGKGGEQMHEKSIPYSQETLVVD
#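 Test system: CHO-K1 APJ beta-arrestin complementation cell line. Amount: cell density 1000 per well. Controls: DMSO negative, 10 nM Apelin-13 positive. Signal: luminescent beta-gal fragment complementation, chemiluminescent substrate. Read-out basis: agonist-driven arrestin binding to APJ. Timing: compound stimulation 90 min at 25 °C, detection 60 min.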
# beta cell repl – MIN6 beta-cell proliferation induction | MIN6 cells proliferation, ATPlite luminescence, 48 h; cells starved in 0.2% serum; 100% = growth in 10% serum | AID 2380 | proliferation, % at 10 µM | hit rate 0.29% among 330,000;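 active means compounds whose signal lies at least 3.5 SD above the mean of all wells on their plate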;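 further: 0% = DMSO-treated cells in low-serum medium and 100% = 10% serum control; some compounds called inactive have numbers as strong as hits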
# APJ antag – antagonists of human APJ apelin receptor. CHO-K1 APJ beta-arrestin complementation, luminescence. hit rate 0.32% among 330,000. P35414. inhibition, % at 20 µM;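 active means inhibition above about 40% at 20 µM, limit read from the data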;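 further: cells challenged with 10 nM apelin-13 agonist together with compound; plate controls were apelin-13 plus DMSO wells for no effect and DMSO wells lacking apelin-13 for full effect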
# tim23-1 inh – growth inhibitors of tim23-1 mutant yeast; S. cerevisiae tim23-1 growth, BacTiter-Glo luminescence, 24 h; inhibition, % at 20 µM; hit rate 1.3% among 330,000;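 active means growth inhibition of the mutant yeast at or above 50%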;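 further: temperature-sensitive mutant grown at 25 °C; plate controls were DMSO-treated mutant yeast for no effect and medium wells lacking yeast for full effect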
# NALP3 yeast inh – inhibitors of NALP3 inflammasome in yeast; inhibition, % at 10 µM; AID 2825; hit rate 0.39% among 330,000; Yeast reconstituted NLRP3/ASC/caspase-1, beta-gal luminescence, 24 h;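 active means inhibition of 50% or more; inactive means inhibition below 50%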;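 further: plate controls were induced DMSO wells for no effect and uninduced yeast grown without galactose for full effect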
# tim10-1 inh – inhibits growth of tim10-1 mutant yeast | S. cerevisiae tim10-1 ts strain growth, BacTiter-Glo, 24 h | inhibition, % at 20 µM | hit rate 2.2% among 330,000 | AID 463190;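 active means inhibition of at least 40%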;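 further: mutant grown at 25 °C; 0% = DMSO wells with yeast and 100% = wells holding no yeast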
# TIM10 inh – TIM10 yeast growth inhibition; AID 463195; hit rate 1.4% among 330,000; S. cerevisiae TIM10 strain growth, BacTiter-Glo luminescence, 24 h; inhibition, % at 10 µM;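 active means inhibition of 40% or more at the single tested concentration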;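 further: wild-type TIM10 isogenic control strain grown at permissive 25 °C; 0% = DMSO yeast wells and 100% = minimal medium wells without yeast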
# The depositor's hits bear a star; nt = not tested or not shown.
SMILES,NR3A LBD binder,MPTP block,APJ agonist,beta cell repl,APJ antag,tim23-1 inh,NALP3 yeast inh,tim10-1 inh,TIM10 inh
COc1cc(C(C[N+](=O)[O-])c2c(C)[nH]c3ccccc23)cc(OC)c1OC (centres undefined),2,2.1,0,-3,5,39,10,25,21
O=C(COC(=O)Cc1ccc(Br)cc1)NC1CC1,2,-0.5,0,-1,-5,-10,13,-12,1
O=C(/C=C\c1ccc(-c2ccccc2)o1)c1ccccc1,-5,7.8,-1,0,16,45,13,48*,31
COc1cc(/C=C\C(=O)O)cc(S(=O)(=O)N2CCCCCC2)c1OC,2,0.9,-3,-1,-6,3,11,7,10
O=C1[C@@H]2[C@H](C(=O)N1n1cnnc1)[C@H]1C=C[C@@H]2C1,-2,-0.2,-3,-1,4,5,14,6,11
Cc1cc(C)nc(NS(=O)(=O)c2ccc(NC(=S)NC(=O)C(C)(C)C)cc2)n1,-2,-0.4,-2,3,0,6,-11,9,-10
COCCNC(=S)N1CCN(c2nc(-c3ccc(F)cc3)cs2)CC1,-8,-0.4,2,-3,-11,24,26,27,7
CCN1C(=O)[C@@H]2[C@@H](c3ccc(-c4ccc(Cl)c(Cl)c4)c(OC)c3)N3CCCC[C@@]3(C(=O)OC)[C@@H]2C1=O,1,1.8,-1,-7,14,22,14,-6,16
Cc1cccc(NC(=O)c2nc[nH]c2C(=O)Nc2cccc(C)c2)c1,-9,3.5,-4,-4,12,-9,12,-6,15
CCCOC(=O)c1ccc(NC(=O)CCC(=O)OCC)cc1,-2,1.5,0,-2,4,28,-6,21,19
O=C(Cc1cccs1)N1CCN(S(=O)(=O)c2cc(Cl)ccc2Cl)CC1,0,0.5,-1,-1,-8,18,28,4,14
COc1ccc(C2C(C(=O)OC(C)C)=C(C)N=c3s/c(=C\c4cccs4)c(=O)n32)cc1 (centres undefined),0,0.9,-1,-3,10,7,28,26,20
Cc1ccc(Cn2c(C3CCCN3c3nc(-c4ccc(F)cc4)cs3)nc3cc(Cl)c(Cl)cc32)cc1 (centres undefined),-5,0.0,-8,-8,3,21,-4,5,5
O=S(=O)(c1ccccc1)N1CCN=C1SCc1cccc(Cl)c1,0,0.9,-3,-2,-18,13,12,13,3
O=C(CNC(c1ccccc1)c1ccccc1)Nc1ccccc1F,1,0.3,-5,-3,11,15,21,-4,-3
Cc1nn(-c2ccccc2)c(N)c1C1(O)C(=O)N(C(C)C)c2ccccc21 (centres undefined),-13,-1.1,-2,0,3,-1,0,11,-1
O=C(Nc1ccc(Cl)c(C(F)(F)F)c1)c1ccncc1,-2,-0.7,0,-2,-3,25,-8,32,24
O=C1C(=O)N(c2ccccn2)C(c2cccc([N+](=O)[O-])c2)/C1=C(/O)c1ccc(Br)cc1 (centres undefined),-2,-0.7,-2,-1,10,12,10,16,-7
Cc1cc(C)cc(N(CCC#N)C(=O)CSc2nc3ccccc3c(=O)[nH]2)c1,-1,-0.6,-4,-4,13,-10,-4,-11,-4
CN(C)C(CNC(=O)CCNS(=O)(=O)c1ccccc1C(F)(F)F)c1ccccc1 (centres undefined),1,1.4,-1,0,23,-11,8,-15,-9
Cc1c(N(C)CS(=O)(=O)O)c(=O)n(-c2ccccc2)n1C,-1,-5.5,-6,-1,13,-3,21,-9,-1
CN(C)CCCNC(=O)/C(=N\O)c1ccccc1,-3,-0.1,-4,-1,5,1,-3,4,-9
CCOC(=O)N1CCN(C(=O)CCn2c(=O)[nH]c3ccsc3c2=O)CC1,-1,2.0,-2,-2,-1,15,5,-8,-2
Cc1c(C(=O)N2CCN(c3ccccc3)CC2)oc2c1C(=O)CC(C)(C)C2,0,-2.3,12,-3,1,15,2,18,1
CCOc1ccc(-c2ccc(SCc3ccccn3)nn2)cc1,0,0.9,-2,4,-15,11,14,7,-32

# Carrying on:
SMILES,NR3A LBD binder,MPTP block,APJ agonist,beta cell repl,APJ antag,tim23-1 inh,NALP3 yeast inh,tim10-1 inh,TIM10 inh
CCCc1cc(=O)n2[nH]c(-c3ccc(OC)cc3)nc2n1,-1,-0.9,0,-1,4,11,2,-17,-1
O=C(c1ccco1)N1CCN(c2nc3ccsc3c(=O)s2)CC1,-2,-1.5,-4,-2,5,4,19,11,5
CC1CCC2(CC1)NC(=O)N(CC(=O)Nc1nc(-c3ccc(F)cc3)cs1)C2=O (centres undefined),1,-1.3,0,-3,8,1,13,5,-1
Cc1cc(C)cc(SCc2noc(C(=O)NCc3ccccc3)c2C(=O)NCc2ccccc2)c1,3,0.7,-7,-6,-1,13,15,13,8
COc1ccc(CCN2CC(C(=O)O)CC2=O)cc1 (centres undefined),-5,-2.2,-2,-2,-7,3,-1,0,-5
O=[N+]([O-])c1ccc(N2CCOCC2)cc1NCc1ccccc1,2,1.4,0,0,20,33,31,26,3
COc1ccc(F)cc1S(=O)(=O)N1CCCCC1,1,0.2,-2,-3,4,11,-25,6,-6
O=C1[C@H]2[C@@H](c3ccc(Cl)cc3)N3C(=O)N(c4cccc(F)c4)C(=O)[C@@]3(Cc3ccc(Cl)cc3)[C@H]2C(=O)N1C1CCCCC1,14*,1.0,-3,-7,-13,23,1,25,12
COc1ccc(C(=O)/C(=C\N(C)C)n2nc(C)cc2C)cc1,0,2.4,-2,-1,16,-1,4,11,7
CC(=O)Nc1cc(-c2nc3ccccc3o2)ccc1Cl,0,0.6,1,-2,6,37,45,-29,-2
CN1CCCN(C(=O)c2ccc(Cl)c(S(=O)(=O)N(C)c3ccccc3)c2)CC1,0,1.2,-5,0,21,7,2,5,9
CCc1ccc(S(=O)(=O)Nc2ccc(-c3nc4cccnc4s3)cc2)s1,-33,0.4,11,0,-4,18,13,12,1
CC1(C)CC(=O)c2sc(NC(=O)CN3CCOCC3)nc2C1,-2,0.0,3,0,13,8,10,5,3
Cc1cc(Cl)ccc1NC(=O)C1CCN(S(C)(=O)=O)CC1,-3,1.8,-3,-2,4,7,1,8,14
Cc1cc(NC(=O)CSc2nnc(C3CC3)n2-c2ccccc2)no1,0,0.8,-5,2,-5,17,1,8,-6
CC(=O)c1ccc(N2CCN(C(=O)Nc3ccc(C)cc3)CC2)cc1,-1,-5.5,-4,0,-7,3,13,3,20
CCOc1c(CNCCN2CCOCC2)cccc1OC,-1,0.0,0,4,-1,16,5,1,-4
COc1cc(C(=O)N2CCN(C(=O)C3CC3)CC2)cc(OC)c1OC,-7,-0.5,-3,-2,16,11,11,1,2
O=C(/C=C/c1ccc(Cl)cc1Cl)Nc1ccc(CN2CCOCC2)cc1,8,6.9,-3,-6,-7,-35,15,12,4
CCc1noc(C)c1C(=O)OCC(=O)Nc1ncc(Cl)cc1Cl,-2,-0.5,-2,1,8,9,4,12,1
COc1ccc(C(CC(=O)N2CCCCC2)c2c(OC)cc(OC)c3ccc(=O)oc23)cc1 (centres undefined),-1,0.4,5,0,0,-9,13,-10,-11
CC1SC2(NC1=O)C1CC3CC(C1)CC2C3 (centres undefined),-2,-1.4,-4,1,1,19,21,6,-5
Cc1cccc(NC(=O)C2CCCN(S(=O)(=O)c3cccc4nsnc34)C2)c1 (centres undefined),-11,0.6,2,-3,2,3,3,-8,-6
CN1CCN(S(=O)(=O)c2cccc(C(=O)Nc3cc(Cl)ccc3N3CCOCC3)c2)CC1,-1,-0.8,0,7,-9,21,5,17,6
COc1cccc2[nH]c(C(=O)NN)c(N)c12,-1,2.4,4,3,-11,23,24,-12,3

# The list continues.
SMILES,NR3A LBD binder,MPTP block,APJ agonist,beta cell repl,APJ antag,tim23-1 inh,NALP3 yeast inh,tim10-1 inh,TIM10 inh
Cc1cccc(C(=O)N/N=C/c2coc3ccccc3c2=O)c1,-3,-0.6,2,0,-31,50,16,8,22
Cc1cc(NC(=O)c2ccc(Cl)cc2)n(CCC#N)n1,1,1.1,-2,0,6,4,10,-11,4
Cc1ccc(CNC(=O)c2ccc(NC3=NC4CS(=O)(=O)CC4S3)cc2)cc1 (centres undefined),1,-0.2,-5,2,7,-10,12,-25,-16
CN(C)S(=O)(=O)c1cccc(NC(=O)COC(=O)CCC(=O)c2ccc(F)cc2)c1,-2,1.8,-1,0,-15,3,-3,20,-2
Fc1ccc(NCc2ccccc2F)cc1Cl,-6,3.3,-5,-1,2,19,16,10,10
C=CCC1CCCC(=O)N2CCCC12 (centres undefined),-9,-0.3,nt,nt,nt,14,nt,-1,-3
Cc1nn(C)cc1CN(C)Cc1c(C(=O)N(C)Cc2ccccc2)nc2ccccn12,-1,-0.8,0,-3,-13,3,-3,-21,-10
O=C(Nc1ccc2oc(=O)ccc2c1)c1cc2ccccc2o1,9,8.4,1,-1,16,19,-16,4,12
Cc1c(NC(=O)COc2ccc3ccccc3c2)c(=O)n(-c2ccccc2)n1C,-1,nt,1,0,14,12,14,4,-11
CN(Cc1ccccc1)C(=O)c1ccccc1C(=O)O,-2,-0.5,-1,-4,-19,-5,4,-12,-2
CCc1ccccc1NC(=O)N[C@@H](C)C(=O)O,1,1.0,-4,-3,7,-7,5,7,0
Cc1ccc(C(=O)C2CCN(C(=O)c3ccc(C)cc3)CC2)cc1,-4,1.0,-1,2,8,44,26,23,24
C#CC(C)(CC)NC(=O)c1cc2cccc(CC=C)c2oc1=O (centres undefined),0,-0.9,2,0,-9,11,15,-18,-23
CCCCOc1ccc2c(C)cc(=O)oc2c1OCCCC,-1,9.4,-6,1,0,16,16,15,-10
CCC(Sc1nccn1C)C(=O)Nc1nnc(C)s1 (centres undefined),-2,-1.5,3,3,-7,-3,14,-1,3
O=C(Cc1ccc(S(=O)(=O)N2CCOCC2)s1)Nc1cc(C(F)(F)F)ccc1N1CCCC1,-1,-0.9,7,-6,-21,19,19,24,2
CC(C)CC1NC(=O)c2ccc(Cl)cc2-n2c1nc1cc(F)ccc1c2=O (centres undefined),nt,nt,-3,-2,6,23,5,13,7
C[C@H]1NC(=O)[C@@]2(C)[C@H](c3ccccc3)[C@H]3COc4ccccc4[C@@H]3N2C1=O,2,-1.1,-1,1,-4,15,7,9,4
COc1ccc(Oc2nccc(-c3ccc(F)cc3)c2C#N)cc1,3,-1.9,3,-5,-13,-12,14,16,-10
CC1CN(CCCCSc2ccc(Cl)cc2)CC(C)O1 (centres undefined),-3,-0.1,-2,0,9,7,9,-18,-36
O=C(CN1CCOCC1)Nc1nc(-c2ccccc2)cs1,1,-0.2,-2,-2,-25,9,16,9,-8
C=CC[C@H](CC(=O)OC(C)(C)C)C(=O)OC[C@@H]1CCCN1C(=O)[C@@H](CC=C)CC(=O)NCCO,-3,0.2,-2,1,11,5,15,0,2
N#Cc1ccccc1N=C1CCCN1Cc1ccccc1,0,0.5,0,0,10,8,28,13,31
Fc1ccc(CN2CCCN(Cc3nc(-c4ccc5c(c4)OCO5)no3)CC2)cc1,1,0.7,-2,-3,-20,-8,23,-18,-4
COc1ccc(NC(=O)c2ccc(S(=O)(=O)N3CCCCC3)cc2)cc1OC,1,0.2,-1,-2,6,14,16,7,16
O=C(CSc1nc2ccc([N+](=O)[O-])cc2[nH]1)NCCc1ccccc1,-4,6.8,-5,-2,12,2,1,12,4

# 3 entries from above, with values under each structure.
# Each structure is followed by: NR3A LBD binder	MPTP block	APJ agonist	beta cell repl	APJ antag	tim23-1 inh	NALP3 yeast inh	tim10-1 inh	TIM10 inh
> C=CC[C@H](CC(=O)OC(C)(C)C)C(=O)OC[C@@H]1CCCN1C(=O)[C@@H](CC=C)CC(=O)NCCO
    -3	0.2	-2	1	11	5	15	0	2
> N#Cc1ccccc1N=C1CCCN1Cc1ccccc1
    0	0.5	0	0	10	8	28	13	31
> Fc1ccc(CN2CCCN(Cc3nc(-c4ccc5c(c4)OCO5)no3)CC2)cc1
    1	0.7	-2	-3	-20	-8	23	-18	-4

# Assay outcomes as filed in PubChem BioAssay.
